# RBX1-CUL1 inh: blocks human RBX1-Cullin-1 di-ubiquitin formation. in vitro K48 di-Ub FRET, acceptor:donor ratio, 45 min. inhibition, % at 10 µM. 140,000 compounds, 0.6% hits; in the data active means inhibition above about 25%
# Target sequence (P62877 whole entry, looked up): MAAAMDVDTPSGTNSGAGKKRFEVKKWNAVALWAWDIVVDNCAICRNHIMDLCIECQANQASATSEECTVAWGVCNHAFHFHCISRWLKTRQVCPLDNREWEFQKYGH
# Target sequence (Q13616 whole entry, looked up): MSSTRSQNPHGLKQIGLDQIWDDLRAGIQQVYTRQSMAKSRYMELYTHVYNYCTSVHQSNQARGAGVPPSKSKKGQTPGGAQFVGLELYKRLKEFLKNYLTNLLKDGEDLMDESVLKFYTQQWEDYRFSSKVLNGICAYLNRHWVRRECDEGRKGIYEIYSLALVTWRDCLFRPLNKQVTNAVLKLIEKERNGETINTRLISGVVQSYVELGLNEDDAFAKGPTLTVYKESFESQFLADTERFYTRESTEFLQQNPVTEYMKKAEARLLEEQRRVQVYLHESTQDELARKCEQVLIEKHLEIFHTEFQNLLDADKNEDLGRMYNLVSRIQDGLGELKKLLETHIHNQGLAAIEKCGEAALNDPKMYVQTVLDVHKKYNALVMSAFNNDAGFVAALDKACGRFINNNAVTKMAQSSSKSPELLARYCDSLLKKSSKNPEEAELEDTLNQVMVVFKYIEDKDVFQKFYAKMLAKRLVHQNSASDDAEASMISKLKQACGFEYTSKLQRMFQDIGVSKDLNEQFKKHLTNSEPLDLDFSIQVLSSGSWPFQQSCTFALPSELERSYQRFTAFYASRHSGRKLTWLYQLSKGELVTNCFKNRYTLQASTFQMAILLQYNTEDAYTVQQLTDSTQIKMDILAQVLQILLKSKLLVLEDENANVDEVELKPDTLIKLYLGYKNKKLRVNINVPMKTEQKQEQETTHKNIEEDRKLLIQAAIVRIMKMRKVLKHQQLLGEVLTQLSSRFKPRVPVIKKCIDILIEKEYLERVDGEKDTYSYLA
# Active calls of the source: *. Not all compounds are listed; rates above refer to the full screens.
SMILES,RBX1-CUL1 inh
CCc1ccc(OC(=O)c2ccccc2Cl)c(Br)c1,7
C(=C\c1ccccc1)/CNc1ccc(N2CCOCC2)cc1,-5
CCCCC(=O)Oc1ccccc1OC,-5
CCOC(=O)Cc1nnc(Oc2ccccc2)s1,-1
O=C1CC(CSc2ccccc2C(=O)O)=NC(=O)N1,9
CCOC(=O)C1(Cc2ccccc2)CCCN(C2CCN(Cc3ccccn3)CC2)C1 (stereo unspecified),-7
CCCOC1(C(F)(F)F)NC(=O)N(c2ccc(Cl)cc2)C1=O (stereo unspecified),-1
CC(C)(C)C(=O)Nc1cccc(-c2cn3cccnc3n2)c1,1
COCC(=O)Nc1cc(C(=O)N2CCN(C(=O)c3ccco3)CC2)c2c(c1)nc(C1CCC1)n2C,-3
O=C(Nc1ccc(S(=O)(=O)N(Cc2ccccc2)c2ccccc2)cc1)c1ccc(F)cc1,8
N#CC1C(=N)Oc2n[nH]c(-c3ccc(Cl)cc3)c2C1c1cccs1 (stereo unspecified),5
O=C(N/N=C/c1ccccn1)C1CC1(c1ccccc1)c1ccccc1 (stereo unspecified),-2
COc1ccc(Br)cc1CNn1cnnc1SCc1ccccc1F,7
Cc1cc(C(=O)N/N=C/c2cc(Br)ccc2OC(=O)c2ccco2)n[nH]1,-2
CC(=O)N1CCC(=O)N(CCC(C)C)c2ccccc21,4
O=C1C(=O)C(c2ccc3ccccc3n2)C=C(Br)C=C1Br (stereo unspecified),-11
CCCCN(CCCNC(=O)c1cc(Nc2ccc(OC)c(OC)c2)nc2ccccc12)c1ccccc1,-2
CS(=O)(=O)N(CC(=O)Nc1cccc2ccccc12)c1cc(C(F)(F)F)ccc1Cl,-6
CCc1ccc(OC(=O)c2cccs2)c(Br)c1,3
COc1cc(C(=O)N2CCN=C2c2ccccc2)cc(OC)c1OC,8
Cc1ccc2nc3c(cc(C(=O)NCc4ccco4)c(=N)n3C(C)C)c(=O)n2c1,3
O=C(NC1CCCC1)c1cnn2c(C(F)(F)F)cc(-c3ccc4c(c3)OCO4)nc12,-3
NS(=O)(=O)c1ccc(-c2ccc(/C=C3/C(=O)NN(c4cccc(F)c4)C3=O)o2)cc1,44*
Cc1cccc(OCC(=O)N/N=C\c2cc3c(cc2[N+](=O)[O-])OCO3)c1C,-1
C[C@@H]1[C@@H](OC(=O)NCCc2ccccc2)C[C@H]2C[C@@H]1C2(C)C,-11
CCn1nc(C)c(CN(Cc2ccncc2)CC2CCN(CCOC)CC2)c1C,-1
CC(NC(=O)c1ccccc1NC(=O)CCSc1ccccc1)c1ccccc1 (stereo unspecified),-2
COC(=O)c1c(-c2ccccc2)csc1NC(=O)CC(C)C,4
CCCCN(C)C(=O)c1nc2ccccn2c1CN1CCN(c2ccccc2OC)CC1,2
COc1ccc(C23Oc4ccccc4C(c4ccccc4)C2C3(Cl)Cl)cc1OC (stereo unspecified),-10

# A draw from above in order of formula weight, ascending.
SMILES,RBX1-CUL1 inh
CCCCC(=O)Oc1ccccc1OC,-5
CCOC(=O)Cc1nnc(Oc2ccccc2)s1,-1
CC(C)(C)C(=O)Nc1cccc(-c2cn3cccnc3n2)c1,1
C[C@@H]1[C@@H](OC(=O)NCCc2ccccc2)C[C@H]2C[C@@H]1C2(C)C,-11
CCc1ccc(OC(=O)c2cccs2)c(Br)c1,3
CCCOC1(C(F)(F)F)NC(=O)N(c2ccc(Cl)cc2)C1=O (stereo unspecified),-1
CCc1ccc(OC(=O)c2ccccc2Cl)c(Br)c1,7
O=C(N/N=C/c1ccccn1)C1CC1(c1ccccc1)c1ccccc1 (stereo unspecified),-2
N#CC1C(=N)Oc2n[nH]c(-c3ccc(Cl)cc3)c2C1c1cccs1 (stereo unspecified),5
Cc1ccc2nc3c(cc(C(=O)NCc4ccco4)c(=N)n3C(C)C)c(=O)n2c1,3
Cc1cc(C(=O)N/N=C/c2cc(Br)ccc2OC(=O)c2ccco2)n[nH]1,-2
O=C(NC1CCCC1)c1cnn2c(C(F)(F)F)cc(-c3ccc4c(c3)OCO4)nc12,-3
COc1ccc(Br)cc1CNn1cnnc1SCc1ccccc1F,7
NS(=O)(=O)c1ccc(-c2ccc(/C=C3/C(=O)NN(c4cccc(F)c4)C3=O)o2)cc1,44*
CCCCN(C)C(=O)c1nc2ccccn2c1CN1CCN(c2ccccc2OC)CC1,2
COCC(=O)Nc1cc(C(=O)N2CCN(C(=O)c3ccco3)CC2)c2c(c1)nc(C1CCC1)n2C,-3

# The listing picks up, repeating the 2 entries before the break.
SMILES,RBX1-CUL1 inh
CCCCN(C)C(=O)c1nc2ccccn2c1CN1CCN(c2ccccc2OC)CC1,2
COc1ccc(C23Oc4ccccc4C(c4ccccc4)C2C3(Cl)Cl)cc1OC (stereo unspecified),-10
COc1ccccc1OCc1cc(C(=O)NCC2(C)COC2)n[nH]1,9
CC(NC(=O)c1cccs1)c1ccc2c(c1)OCCCO2 (stereo unspecified),2
COC(=O)CC1Oc2ccccc2-n2cc(-c3ccc(Cl)cc3)nc21 (stereo unspecified),-7
CC(Cn1ccc2ccccc21)NC1CCN(c2ccc(C(=O)N(C)C)cc2)CC1 (stereo unspecified),-2
COc1ccc(Sc2ccccc2CN(C)C)cc1OC,-4
Oc1ccc(/C=N/Nc2nc(N3CCCC3)nc(N3CCCC3)n2)cc1Cl,9
CN1C(=N)C(C)(O)c2ccccc21 (stereo unspecified),-1
Cc1cccc(C)c1OCc1nnc(SCC(=O)Nc2cccc(Cl)c2C)n1C,7
CCOC(=O)c1ccc(-n2c(C)cc(/C=C3/SC(=O)N(C(C)C)C3=O)c2C)cc1,-9
C=CCOc1ccc(/C=C2\SC(=Nc3cccc(C)c3)N(c3cccc(C)c3)C2=O)cc1,-7
CC(=O)N1CCC(C(=O)N2CCc3[nH]nc(-c4ccc(Cl)cc4)c3C2)CC1,0
CC1=NC(=S)NC(c2ccc(C)cc2)C1C(N)=O (stereo unspecified),-11
COc1cc(C2C(C(=O)c3cc4ccccc4o3)C(=O)C(=O)N2c2nnc(C)s2)ccc1OCc1ccccc1 (stereo unspecified),65*
CCS(=O)(=O)N1CCCC(C(=O)NC2CC2)C1 (stereo unspecified),-1
COc1cccc(CNC(=O)c2sc3ncccc3c2-n2c(C)ccc2C)c1OC,-3
Cc1ccc(C)c(CSc2nc3ccncc3n2Cc2nc(-c3ccccc3Cl)oc2C)c1,-4
O=C(Nc1ccc(C(F)(F)F)cc1)N1CCCC(N2CCOCC2)C1 (stereo unspecified),-2
CCCC12CN3CC(CCC)(CN(C1)C3c1ccccc1Cl)C2=O (stereo unspecified),-7
CCn1cc(C(=O)NCCc2ccc(Cl)cc2)c(=O)c2cc(S(=O)(=O)N3CCc4ccccc4C3)ccc21,-3
COc1ccc(C#CC(=O)N2CCc3[nH]nc(C4CCC4)c3C2)cc1,-1
COc1ccc(F)c(CN2CCCC3(CCN(c4ccccn4)C3)C2=O)c1 (stereo unspecified),-6
Cc1ccc2c(c1)C(=O)CC(CSc1nnc(NC(=O)COc3ccccc3)s1)=N2,10
O=c1cc(-c2ccc(F)cc2)nc(SCc2nc(-c3ccccc3Cl)no2)[nH]1,1
NS(=O)(=O)c1ccc(NC(=O)c2cc(-c3ccc(Cl)c(Cl)c3)nc3ccccc23)cc1,-1
Cc1cccc(CSC2=NC(=O)C3C(=NC(=O)CC3c3cc(F)cc(F)c3)N2C)c1 (stereo unspecified),-2
Cc1ccc(-c2nnc(Nc3ccc(Br)cc3)c3ccccc23)cc1S(=O)(=O)NCc1nc2ccccc2[nH]1,8
CC(C)(C)OC(=O)N1CCC(c2c(C(=O)N3CCN(Cc4ccccc4)CC3)cnn2-c2ccc(Cl)cc2)CC1,0
CC(C)(C)SCCNC(=O)CN1C(=O)c2ccccc2S1(=O)=O,4
COc1cccc(NC(=O)c2cnc(SCC(=O)N3CCOCC3)n(C)c2=O)c1,3
CCNC(=S)N/N=C/c1cc(Br)cc(Br)c1OC,5
O=C(Nc1cccc(-c2ccn[nH]2)c1)C1CCN(Cc2ccsc2)CC1,-4
NC(=O)c1ccc(C2CCCN2Cc2cccn2-c2ncccn2)s1 (stereo unspecified),9
Cc1ccc(OCC(=O)NC2CCS(=O)(=O)C2)c(C)c1 (stereo unspecified),-2
COc1ccc(CNc2nc3ccccc3c3nc(-c4ccccc4)nn23)cc1,1
COc1cccc(C(=O)NCC2Cc3cc(C)cc(-c4cc(C(C)=O)ccc4F)c3O2)c1OC (stereo unspecified),9
C=CCOc1ccc(-n2c(C)cc(/C=C3\C(=O)NC(=S)N(c4ccc(OC)cc4OC)C3=O)c2C)cc1,-1
C=CCOc1ccc(C2C3=C(CC(C)(C)CC3=O)OC(=N)C2C#N)cc1OC (stereo unspecified),11
COc1ccc(OC)c(CNS(=O)(=O)c2ccc3c(c2)CCCN3C(C)=O)c1,5
O=C(O)c1cccc(COc2ccc3c(c2)CCC3)c1,0
Cc1ccc(Cl)cc1N(CC(=O)Nc1ccc(Br)cc1)S(C)(=O)=O,-1
CCCCCCCCCC(=O)Nc1nc(-c2ccccn2)cc2ccccc12,-2
CCCCCn1c(=O)[nH]c2cc(C(=O)NCc3ccc(C)cc3)ccc2c1=O,8
CCCOc1cccc(C2c3c(oc4ccc(F)cc4c3=O)C(=O)N2CCCN2CCOCC2)c1 (stereo unspecified),-9
CCOc1ccc(/C=C/c2nc(C#N)c(NCc3ccccc3)o2)cc1,4
COc1cc(/C=N/NC(=O)Cc2csc(Nc3cccc(C(F)(F)F)c3)n2)ccc1O,-5
COC(=O)c1cc(C(C)=O)n2ccccc12,-9
Cc1sc(NC(=O)c2cc3nc(-c4cccs4)cc(C(F)(F)F)n3n2)c(C(=O)OC(C)C)c1C,12
CC(C)CC(=O)NCCCN1CCN(CCCNC(=O)CC(C)C)CC1,-1
CSc1ccc(NC(=O)C2CCN(c3ncccn3)CC2)cc1,-1
Cc1nc2cc(F)c(F)cc2nc1C(=O)c1ccccc1,8

# The list continues.
SMILES,RBX1-CUL1 inh
COc1ccc(NC(=O)C(=O)NCC2(c3ccccc3)CCCC2)c(OC)c1,-1
C=CCn1c(SCC(=O)NCCO)nc2ccccc2c1=O,9
Cc1ccccc1C(=O)N(Cc1sccc1C)C1CCS(=O)(=O)C1 (stereo unspecified),-4
Cc1nc2ccn(Cc3cccnc3)c(=O)c2cc1C(=O)Nc1ccc(F)cc1F,-7
CCn1c(SCC(=O)Nc2cc([N+](=O)[O-])ccc2C)nnc1-c1ccc(Cl)cc1,0
CN(Cc1ccccc1)C(=O)c1cn(C)c2ccc(S(=O)(=O)N(C)C3CCCCC3)cc2c1=O,-2
Cc1occc1-c1nc(Cc2ccc(Cl)cc2)no1,2
O=C(Nc1cccc(-c2nc3ccccc3o2)c1)C1CCCO1 (stereo unspecified),-4
Nc1ccn(Cc2c(F)cccc2Cl)n1,3
COc1ccc(CCC(=O)NC2CC(=O)N(c3ccc(OC)cc3)C2)cc1 (stereo unspecified),-5
CCN(CC)S(=O)(=O)c1ccc(OC)c(NC(=O)COc2cccc(C)c2)c1,-1
CC(C)c1nccn1Cc1cc(C(=O)N(C)CCc2cnn(C)c2)n[nH]1,2
CN1CCN(C(=O)NCCC2CCCCC2)CC1,1
CCc1ccc(C2C3=C(CCCC3=O)N(c3ccccc3F)C(=N)C2C#N)cc1 (stereo unspecified),-10
COC(=O)c1ccccc1C(=O)N1CCOC(CC2CCCCC2)C1 (stereo unspecified),7
CCC(=O)NC(=S)Nc1ccccc1C#N,3
CCN(CC)C(=S)SCC(=O)Nc1ccc2c(c1)oc1ccccc12,-3
Cc1ccc(Oc2nnc(-c3cccs3)c3ccccc23)cc1,0
c1cc(-c2cnccn2)cc(-c2ccn(CCN3CCCC3)n2)c1,-4
Nc1nc(N)c2[nH]c(SCc3nc4ccccc4c(=O)n3-c3ccccc3)nc2n1,6
O=C(Nc1cccc(OC(=O)c2cccs2)c1)c1cccc(S(=O)(=O)N2CCOCC2)c1,3
COc1cccc(CNC(=O)CCc2c(C)nn(-c3ccc(N4CCCC4)nn3)c2C)c1,-1
CSc1ccc(C2C3=C(CCCC3=O)OC(=N)C2C#N)cc1 (stereo unspecified),4
CN(C(=O)CC(c1ccccc1)c1ccc2c(c1)OCO2)C1CCOCC1 (stereo unspecified),-15
Cc1n[nH]c(C)c1Sc1ccccc1N=Cc1ccc(-c2ccccc2Cl)o1,-3
COCc1nnc(NC(=O)COc2ccc(OC)cc2)s1,4
CCOCCc1nnc(NC(=O)NC(C)c2cn3ccsc3n2)s1 (stereo unspecified),17
Cc1oc(-c2ccccc2NC(=O)c2ccsc2)nc1CN(C)Cc1cccn1-c1cccnc1,3
O=C(c1cccc(F)c1)N1CCN(Cc2ccccc2[N+](=O)[O-])CC1,5
O=C(CSc1n[nH]c(-c2ccccc2Cl)n1)c1ccc(Br)cc1,1
CN1C(=S)N(c2ccc(Cl)cc2)C(=O)/C1=C/c1cn(CC(=O)N2CCOCC2)c2ccccc12,3
CC1(C)C(=O)C2(C(=O)NCCc3ccccc3)CCC1C2 (stereo unspecified),9
COc1ccccc1-c1nc(C(F)(F)F)c(OC)o1,-6
Cc1cc(NC(=O)CN2CCN(Cc3ccccc3)CC2)c2ccccc2n1,-2
O=C(Nc1ccc(Cl)c([N+](=O)[O-])c1)C1CCCCC1,14
CC1(C)CC(C(=O)N2CCOc3c(cc(-c4cccnc4)cc3OCCc3cccs3)C2)CCO1 (stereo unspecified),-4
CCOC(=O)c1ccc2c(c1)sc1nc(-c3ccccc3)cn12,-1
CCCCS(=O)(=O)N1CCc2[nH]nc(-c3c(C)noc3C)c2C1,-3
O=C(c1ccc(NC2CC2)nc1)N1CCCC(c2ccccc2)CC1 (stereo unspecified),-6
COc1ccccc1C(=O)Nc1ccc(C2=NNC(=O)CC2C)cc1 (stereo unspecified),2
Cc1ccc(Nc2c(-c3ccccn3)nc3ccc(Br)cn23)cc1,3
Brc1ccc(-c2oc(Br)cc2Br)cc1,10
O=C(CSc1ncnc2sc3c(c12)CCCC3)NNC(=O)Cc1ccccc1,-3
Cc1ccccc1OCCSc1nc2ccc(NC(=O)c3ccccc3)cc2s1,-6
Cc1ccccc1Cn1nc(C)c(NC(=O)c2c(C)nn(C(F)F)c2C)c1C,11
Cn1c(C(=O)N2CCCC(CO)(Cc3ccccc3F)C2)cc2ccccc21 (stereo unspecified),-1

# High-throughput results from PubChem.
